High-throughput results from PubChem BioAssay.
S100A4 MyoIIA – inhibitors of S100A4-myosin IIA peptide binding, primary screen, biochemical, fluorescence polarization, TAMRA-MyoIIA peptide; Protein S100-A4 (Homo sapiens), P26447; inhibition, % at 10.7 µM; 0.14% of 360,000 active;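 active = mean inhibition of at least 70% across replicates, with every replicate also reaching that level; inconclusive = mean inhibition reaches 70% but some replicates fall short; inactive = mean inhibition below 70%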
Target sequence (P26447 whole entry, looked up): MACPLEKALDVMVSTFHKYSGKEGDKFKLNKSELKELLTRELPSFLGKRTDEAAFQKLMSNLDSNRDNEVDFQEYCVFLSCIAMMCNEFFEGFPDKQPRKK
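Compound dosing: one dose per compound; test system: human S100A4 monomer with TAMRA-labelled myosin IIA peptide; probe or stimulus: TAMRA-labelled myosin IIA heavy-chain peptide probe, 5 nM; medium: HEPES buffer with Ca2+, pH 7.2; schedule: 5 min incubation before reading; benchmarks: neutral control DMSO, positive control TFP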
ERp5 block – inhibitors of ERp5-driven insulin aggregation, primary screen, biochemical, turbidity, absorbance 650 nm, single point; Protein disulfide-isomerase A6 (Homo sapiens), Q15084; 90 min; inhibition, % at 9.99 µM; 0.05% of 350,000 active;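 active = mean replicate inhibition above about 25%, with every replicate also reaching it, limit read from the data, passing the limit was not always enough; inconclusive = only one of those two criteria met; inactive = neither criterion met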
Target sequence (Q15084 whole entry, looked up): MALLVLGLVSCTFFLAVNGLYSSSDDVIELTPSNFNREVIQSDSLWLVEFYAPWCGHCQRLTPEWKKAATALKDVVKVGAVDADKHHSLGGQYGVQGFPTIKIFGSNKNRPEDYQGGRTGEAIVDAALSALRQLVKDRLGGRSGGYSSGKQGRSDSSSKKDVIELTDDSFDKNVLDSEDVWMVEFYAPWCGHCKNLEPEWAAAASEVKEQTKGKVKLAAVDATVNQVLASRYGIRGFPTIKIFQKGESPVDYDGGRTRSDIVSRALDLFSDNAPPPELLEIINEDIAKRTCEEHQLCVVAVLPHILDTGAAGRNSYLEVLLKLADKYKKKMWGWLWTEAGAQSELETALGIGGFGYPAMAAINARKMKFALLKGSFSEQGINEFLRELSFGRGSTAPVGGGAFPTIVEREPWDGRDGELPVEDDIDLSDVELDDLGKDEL
E-selectin induc – E-selectin induction in HUVECs, primary screen, imaging, HUVEC, immunofluorescence imaging, single point; P16581; normalized: neutral wells 0, TNF-alpha wells 100; activation, % at 7.58 µM; 0.37% of 260,000 active;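 active = mean E-selectin-positive cell signal at least 10% of the positive control, reached in at least 60% of replicates, without over 20% cell loss; inconclusive = no rule given, readout overlaps actives, possibly toxicity-flagged; inactive = the rest, including those meeting only one limit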;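 also: in these data hits start at about 27%; measured in HUVEC primary endothelial cells; signal is the percent of cells scored E-selectin positive by PE staining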
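Test system: HUVEC | Signal: Immunofluorescence imaging | Read-out: Percent E-selectin-positive cells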
PglD inh – C. jejuni PglD acetyltransferase inhibitors, primary screen, biochemical, DTNB colorimetric, single point | purified PglD enzyme, DTNB colorimetric CoA detection | 0.098% of 360,000 active | UDP-N-acetylbacillosamine N-acetyltransferase PglD (Campylobacter jejuni) | inhibition, % at 12.5 µM | AID 602405, 2012; in the data active = inhibition above about 16%, passing the limit was not always enough; inconclusive = no clear call, values can overlap the other calls; also: strong numbers were not always called active
SIRT5 block – SIRT5 desuccinylase inhibitors, primary screen, biochemical, fluorescence imaging, single point, set 5 | NAD-dependent protein deacylase sirtuin-5, mitochondrial (Homo sapiens), Q9NXA8 | Purified SirT5, succinyl-peptide AMC, trypsin-coupled fluorescence | inhibition, % at 15 µM | 1.1% of 330,000 active; in the data active = inhibition above about 15%; inconclusive = no clear call, values can overlap the other calls
Target sequence (Q9NXA8 whole entry, looked up): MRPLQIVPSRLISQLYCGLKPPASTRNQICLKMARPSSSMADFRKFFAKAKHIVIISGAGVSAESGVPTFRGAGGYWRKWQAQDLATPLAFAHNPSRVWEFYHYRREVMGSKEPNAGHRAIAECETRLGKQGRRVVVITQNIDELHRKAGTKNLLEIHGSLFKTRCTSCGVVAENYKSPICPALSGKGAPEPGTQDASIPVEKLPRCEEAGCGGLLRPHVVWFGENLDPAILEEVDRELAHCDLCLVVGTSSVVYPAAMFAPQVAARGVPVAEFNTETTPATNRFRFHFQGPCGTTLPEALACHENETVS
DENV2 CPE – inhibitors of DENV2 cytopathic effect, primary screen, cell-based, plate reader, single concentration; DENV2-infected cells, cytopathic effect rescue; CPE inhibition, % at 9.99 µM; 1.7% of 350,000 active; in the data active = CPE inhibition above about 20%, passing the limit was not always enough; inconclusive = no clear call, values can overlap the other calls; tested in BHK-21 cells;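 also: 0% = median of neutral control wells and 100% = median of positive control wells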
C2C12 statin – suppressors of statin myotoxicity in C2C12 myotubes, primary screen, cell-based, single point, plate reader | 0.78% of 330,000 active | C2C12 myotubes + simvastatin, ATP luminescence, 48 h; scaled: DMSO 0, geranylgeraniol control 100 | AID 602340, 2012 | rescue of ATP level, % at 7.49 µM;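 active = mean ATP rescue above about 67%, or every replicate alone reaching that limit, limit read from the data, passing the limit was not always enough; inconclusive = no clear call, values can overlap the other calls; inactive = mean under the limit and some replicate under it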;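 also: myotubes were challenged with 10 µM simvastatin during compound exposure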
An asterisk follows results filed as active; ? = inconclusive; . = not tested or not shown; & = joins results of further samples. Only part of the results is shown; the hit share may differ from the screen's.

SMILES	S100A4 MyoIIA	ERp5 block	E-selectin induc	PglD inh	SIRT5 block	DENV2 CPE	C2C12 statin
O=C(C[C@@H]1C[C@@H]2c3cc(NC(=O)Cc4ccncc4)ccc3O[C@@H]2[C@@H](CO)O1)NCc1ccc2c(c1)OCO2	8.0	8.1	0.5	-1.4	-2.2	-3.9	1.9
O=C(Cc1ccccc1)NN=C1CCCC1	2.1	0.1	0.1	1.8	-1.4	-9.9	-1.1
CCOCCCNC(=S)N(CCCN(C)C)Cc1cc2cc3c(cc2[nH]c1=O)OCCO3	-2.8	-0.5	0.2	1.2	-2.7	-1.0	6.1
O=C(C[C@@H]1CC[C@H]2[C@@H](COC[C@H](O)CN2Cc2cccc(Cl)c2)O1)N1CCCCC1	-11.7	-2.8	-0.2	4.2	-2.3	6.6	13.4
C[C@H](CO)N1C[C@H](C)[C@@H](CN(C)CC2CCCCC2)Oc2ccc(NC(=O)Nc3cccc4ccccc34)cc2CC1=O	-2.6	3.7	0.3	0.0	1.6	4.2	16.8
COc1ccccc1CCC(=O)OCC(=O)Nc1ccc(C(N)=O)cc1	5.1	3.1	.	-2.8	-0.5	-4.2	-13.3
CC1CCCN(C(=O)CCc2nnc(-c3ccc4c(c3)OCO4)o2)C1 (centres undefined)	2.3	2.5	-0.1	-4.9	-0.2	-4.4	0.3
COc1ccc(OC)c(S(=O)(=O)Nc2ccc3c(c2)OCCO3)c1	4.4	-3.6	0.3	-6.2	-3.1	17.4	7.1
CCC(=O)Nc1cccc(-c2ccc(N3CCC(C)CC3)nn2)c1	-12.4	3.2	.	-3.0	0.1	13.8	-68.9
C#CC1(NC(=O)NC(=O)c2c(F)cccc2F)CCCCC1	1.9	2.8	.	.	-1.3	3.6	.
CCOc1cc(/C=C2\SC(N3CCCC(C)C3)=NC2=O)ccc1O (centres undefined)	-2.0	1.7	0.2	0.0	7.7	-0.5	-5.2
CC(C)(C)NC(=O)C1Cc2ccccc2CN1 (centres undefined)	-1.9	5.5	.	-6.0	-2.7	.	3.2
COc1ccc([C@H]2C=C(C(=O)N3CCN(Cc4ccc5c(c4)OCO5)CC3)O[C@@H](OCc3ccc(CO)cc3)C2)cc1	-10.4	3.2	.	4.4	7.0	?	.
COCc1nc2ccccc2n1CCOc1ccccc1OC	.	.	0.2	24.3*	.	.	5.3
CNC(=O)N(O)C1N(/N=C/c2ccccc2OC)C(=S)SC1(C)C (centres undefined)	1.3	0.6	-0.1	-5.8	-3.2	-0.5	13.2
C[C@H]1CN([C@@H](C)CO)C(=O)c2cccc(NC(=O)c3ccc(-c4nccs4)cc3)c2O[C@H]1CN(C)Cc1ccc2c(c1)OCO2	-4.7	2.4	-0.8	10.2	7.8	10.5	-11.6
COCCOC(=O)C1=C(C)NC(=S)NC1c1ccc(OCC(=O)N2CC(C)OC(C)C2)c(OC)c1 (centres undefined)	0.0	4.5	-1.1	1.5	0.8	14.3	15.5
CCOC(=O)c1ccc(NC(=O)[C@@H]2CCC(=O)N2C2OC(=O)c3c2ccc(OC)c3OC)cc1 (some centres undefined)	-3.7	2.5	.	1.2	-0.4	7.4	5.4
Cc1cc(C)nc(/N=C2\NC(=O)CC(C(=O)O)N2CCc2c[nH]c3ccccc23)n1 (centres undefined)	8.6	-1.5	0.4	-8.0	-0.5	?	-6.9
CC(C)(C)C(=O)Nc1ccc(N=Nc2ccccc2)cc1	-0.9	-5.4	0.1	2.9	-2.1	-4.5	-22.8
COc1ccccc1NC(=O)CCc1nnc2ccc(N3CCN(C)CC3)nn12	-2.3	7.4	0.0	2.8	-0.1	8.1	-7.9
O=S(=O)(c1ccc(F)cc1)N1CCN(c2ccc(F)cc2)CC1	-0.3	-7.6	.	6.8	2.9	3.0	-9.2
N#Cc1cccc(-c2ccc(C3[C@H]4CNC[C@@H]3N4Cc3ccc(F)cc3)cc2)c1 (some centres undefined)	-3.1&-13.3	-1.2&1.7	0.1&-0.2	.	0.9&1.3	7.3&4.1	.
O=C(NC(=S)NC1CCS(=O)(=O)C1)c1ccccc1Br (centres undefined)	-2.5	-3.3	-0.6	1.2	-2.6	13.2	.
Cc1cc2c(cc1S(=O)(=O)N1CCN(c3ccc(Cl)cc3)CC1)OCCN2C	-0.9	-1.9	1.9	-2.0	3.8	3.5	9.9

Reprinted at random: 5 compounds from above, in no set order.
SMILES	S100A4 MyoIIA	ERp5 block	E-selectin induc	PglD inh	SIRT5 block	DENV2 CPE	C2C12 statin
COc1ccc(OC)c(S(=O)(=O)Nc2ccc3c(c2)OCCO3)c1	4.4	-3.6	0.3	-6.2	-3.1	17.4	7.1
COCCOC(=O)C1=C(C)NC(=S)NC1c1ccc(OCC(=O)N2CC(C)OC(C)C2)c(OC)c1 (centres undefined)	0.0	4.5	-1.1	1.5	0.8	14.3	15.5
CC(C)(C)NC(=O)C1Cc2ccccc2CN1 (centres undefined)	-1.9	5.5	.	-6.0	-2.7	.	3.2
O=C(C[C@@H]1CC[C@H]2[C@@H](COC[C@H](O)CN2Cc2cccc(Cl)c2)O1)N1CCCCC1	-11.7	-2.8	-0.2	4.2	-2.3	6.6	13.4
Cc1cc(C)nc(/N=C2\NC(=O)CC(C(=O)O)N2CCc2c[nH]c3ccccc23)n1 (centres undefined)	8.6	-1.5	0.4	-8.0	-0.5	?	-6.9

Continued:
SMILES	S100A4 MyoIIA	ERp5 block	E-selectin induc	PglD inh	SIRT5 block	DENV2 CPE	C2C12 statin
COc1ccc(S(=O)(=O)N2CCCC(C(=O)N3CCN(C)CC3)C2)cc1Cl (centres undefined)	-1.8	1.5	-2.7	3.9	0.3	-9.8	6.7
CC1CCc2cc(F)ccc2N1C(=O)C12CCC(C)(C(=O)O1)C2(C)C (centres undefined)	-0.9	-4.5	.	.	-1.9	-1.4	.
C[C@@H]1CN([C@H](C)CO)C(=O)c2cc(NC(=O)Nc3cccc4ccccc34)ccc2O[C@@H](C)CCCCO[C@@H]1CN(C)C(=O)c1ccccc1	2.7	-1.1	-0.1	3.0	1.7	6.1	.
CCc1cccc(NS(=O)(=O)c2ccc3c(c2)NC(=O)CO3)c1	0.4	-1.3	0.3	-0.1	-2.1	-3.6	0.7
C=CCN(c1ccccc1)S(=O)(=O)c1cccc(C(=O)Nc2cccc(C)n2)c1	-2.6	-2.5	.	.	-2.3	-2.1	.
Nc1nnc(N2CCc3ccccc32)s1	0.1	0.6	-0.2	-1.2	.	-2.8	5.9
C[C@H](O)C#Cc1ccc([C@@H]2[C@H]3CN(C(=O)Nc4ccccc4)CCCCN3[C@H]2CO)cc1	-5.2	-0.2	-0.3	-0.6	4.5	12.8	-5.4
O=c1[nH]c(C2CCN(S(=O)(=O)c3ccc(C(F)(F)F)cc3)CC2)nc2c1nnn2Cc1ccccc1	4.3	-1.5	0.6	7.3	1.4	4.3	17.1
NC(=O)c1cccnc1Oc1ccc(Cl)cc1	-6.7	-0.4	0.0	-2.3	-3.8	-4.0	1.0
N#CC(c1nc2ccccc2nc1N1CCOCC1)S(=O)(=O)c1ccccc1 (centres undefined)	3.8	3.0	.	.	-1.0	-2.5	.
Cc1ccc2c(COC(=O)c3ccccc3OC(F)F)cc(=O)oc2c1	-6.4	7.6	0.3	0.4	-6.5	5.9	3.0
CO[C@@H]1CN(C)C(=O)c2ccc(NC(=O)C3CC3)cc2OC[C@H](C)N(CC2CCOCC2)C[C@@H]1C	1.2	0.1	-0.1	-0.7	-10.4	3.4	-16.9
O=C1C=C(c2ccc(F)cc2OCc2ccccc2)C[C@@H](c2ccc(Cl)cc2)C1	-3.0	9.1	0.0	3.0	.	-7.9	4.1
O=[N+]([O-])c1ccc2[nH]c(O)c(N=NC3CS(=O)(=O)CC3O)c2c1 (centres undefined)	4.2	3.3	-0.1	-1.1	6.2	1.8	10.0
Cc1ccccc1C(=O)N1CCN(c2ccc(NC(=O)c3ccccc3[N+](=O)[O-])cc2)CC1	-6.3	-1.1	.	.	19.2*	10.0	.
Cc1ccc(NC(=O)Nc2ccc3c(c2)C(=O)OC3)cc1Cl	-0.2	-5.4	1.5	1.7	-7.8	-0.2	.
Cc1ccc(S(=O)(=O)Nc2ccc3c(c2)C(=O)N([C@H](C)CO)C[C@H](C)[C@@H](CN(C)C(=O)Nc2ccccc2)OCCCC[C@H](C)O3)cc1	4.4	0.8	-0.2	2.0	3.1	-0.6	.
O=C(C[C@@H]1C[C@@H]2c3cc(NC(=O)Nc4ccccc4F)ccc3O[C@@H]2[C@H](CO)O1)NCCc1ccccc1	-6.6	0.9	-0.7	-1.9	0.6	1.3	8.3
O=C(CNC(=O)c1ccc(Br)cc1)NC1CC1	0.3	4.1	0.2	-4.0	-3.0	0.5	-18.0
O=C(O)CCCCCCCCCCCNC(=O)NC12CC3CC(CC(C3)C1)C2	-3.7	5.6	-0.1	0.4	-4.1	0.3	.
N/C(=N\OC(=O)COc1ccccc1)c1cccnc1	-2.7	-1.9	0.0	.	-5.7	5.4	.
CCc1cc2c(=O)c(-c3ccc(F)cc3)c(C)oc2cc1OCC(=O)O	-8.2	-2.1	.	-0.8	5.4	9.3	1.7
O=C(Nc1cccnc1N1CCOCC1)c1cccs1	16.5	3.7	-0.2	4.3	-2.3	0.0	-2.7
COc1ccc(S(=O)(=O)Nc2cccc3c2O[C@@H](CN(C)Cc2ccc(-c4ccccc4)cc2)[C@H](C)CN([C@@H](C)CO)C3=O)cc1	-0.4	3.3	0.4	-1.1	12.4	-7.5	-1.9
Cc1cccn2cc(CCNC(=O)c3ccco3)nc12	3.9	-0.8	.	-0.6	-1.7	-7.1	1.6
New compounds follow.
SMILES	S100A4 MyoIIA	ERp5 block	E-selectin induc	PglD inh	SIRT5 block	DENV2 CPE	C2C12 statin
CCn1cc(CN2CCC(C(=O)Nc3ccc(Oc4ccccc4F)cc3)CC2)cn1	-8.8	0.9	-0.3	.	0.1	-3.4	.
CCCc1cc(=O)oc2cc(OCC(=O)NCCCn3ccnc3)ccc12	6.5	-4.2	.	10.7	-9.4	0.6	22.4
CC(=O)C1=C(O)C(=O)N(Cc2ccco2)C1c1cccc(F)c1 (centres undefined)	19.3	-1.2	1.3	-4.6	-14.1	-1.9	3.1
CC1(C)Oc2ccc(C(=O)Nc3ccccc3)cc2N(CC#N)C1=O	2.3	1.1	0.0	-2.2	0.2	?	-20.8
CCOc1ccc2ccccc2c1CNc1nnnn1C	-12.2	2.2	0.1	11.4	-2.2	-3.2	5.1
CCN(C[C@H]1N[C@@](CC)(C(=O)OC)[C@H]2C(=O)N(Cc3ccccc3)C(=O)[C@@H]12)C(=O)Nc1ccc(C(F)(F)F)cc1	4.1	0.8	0.0	-2.1	.	3.3	-3.5
CCC(=O)Nc1ccc2c(c1)OC[C@H](C)N(C(=O)c1ccc(F)cc1)C[C@H](C)[C@H](OC)CN(C)C2=O	-16.9	1.2	0.1	1.0	7.9	-0.9	8.7
COc1cccc(NC(=O)CSc2ccc(-c3ccco3)nn2)c1	-1.9	-6.0	-0.1	3.0	-0.2	-1.4	-4.7
CN(C)C(=O)C[C@@H]1CC[C@@H]2[C@@H](COc3ccc(NC(=O)c4ccc(F)cc4)cc3C(=O)N2C)O1	-8.5	-6.4	0.3	0.1	-0.7	6.8	12.2
O=C(NCc1ccco1)C1Cc2c(-c3cccc(F)c3)ccnc2O1 (centres undefined)	-1.9	-1.0	3.9	4.2	-0.5	-5.2	-75.4
O=C(O)CCC(NC(=S)Nc1ccccc1)C(=O)O (centres undefined)	0.4	2.3	1.0	-1.0	-1.2	-6.0	-21.8
Cc1ccc(C)c(C(=O)CCC(=O)NNC(=O)c2cccs2)c1	0.8	-0.7	.	0.7	6.8	12.1	13.1
